Screening data as filed in PubChem.
ANO1 activ: activates or potentiates the mouse TMEM16A chloride channel | Q8BHY3 | HEK293 TMEM16A/YFP-H148Q/I152L, iodide quench fluorescence; active compounds read low | B-score at 10 µM | 0.3% of 340,000 active;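 active means fluorescence-ratio B-score plate-corrected deviation score at least 3 library SD below zero, with starting fluorescence score within 5 deviations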;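 further: channel opened by trigger with iodide after compound preincubation; score built on the fluorescence ratio of max minus min over baseline; more negative score means more quench and so TMEM16A activation or potentiation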
Target sequence (Q8BHY3 whole entry, looked up): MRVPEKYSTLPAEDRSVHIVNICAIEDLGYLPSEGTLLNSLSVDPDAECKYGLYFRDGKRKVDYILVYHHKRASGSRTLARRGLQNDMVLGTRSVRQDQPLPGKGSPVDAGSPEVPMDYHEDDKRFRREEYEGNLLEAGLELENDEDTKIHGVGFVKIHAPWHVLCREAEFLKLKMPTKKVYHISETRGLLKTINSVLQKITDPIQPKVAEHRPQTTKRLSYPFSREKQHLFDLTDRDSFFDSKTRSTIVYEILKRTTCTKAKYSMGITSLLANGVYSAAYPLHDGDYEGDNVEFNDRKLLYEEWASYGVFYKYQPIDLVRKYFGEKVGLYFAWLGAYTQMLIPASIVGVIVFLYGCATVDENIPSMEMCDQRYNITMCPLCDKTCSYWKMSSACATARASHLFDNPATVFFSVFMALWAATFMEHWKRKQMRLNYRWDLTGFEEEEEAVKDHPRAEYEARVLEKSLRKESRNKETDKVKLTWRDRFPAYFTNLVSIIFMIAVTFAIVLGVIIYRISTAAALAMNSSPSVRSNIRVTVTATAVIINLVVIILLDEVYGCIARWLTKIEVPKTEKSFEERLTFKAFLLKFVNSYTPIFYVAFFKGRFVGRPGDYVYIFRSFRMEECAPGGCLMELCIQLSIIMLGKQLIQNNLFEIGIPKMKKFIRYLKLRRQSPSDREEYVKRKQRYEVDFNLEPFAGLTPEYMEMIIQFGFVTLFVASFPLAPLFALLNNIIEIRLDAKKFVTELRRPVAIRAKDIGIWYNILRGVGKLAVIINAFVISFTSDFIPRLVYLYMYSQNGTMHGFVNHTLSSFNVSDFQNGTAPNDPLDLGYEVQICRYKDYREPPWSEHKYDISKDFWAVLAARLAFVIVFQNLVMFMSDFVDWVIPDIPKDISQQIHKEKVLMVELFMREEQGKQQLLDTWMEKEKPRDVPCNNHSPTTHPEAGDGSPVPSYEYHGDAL
KCNQ1 pot: potentiators or activators of human KCNQ1 potassium channel. P51787. CHO-K1 KCNQ1, thallium flux FluxOR fluorescence; active compounds read high. B-score at 10 µM. 0.35% of 310,000 active. AID 2648;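 active means fluorescence ratio B-score, a plate-corrected score, at least three library SD, with initial intensity B-score within 5 SD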
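System: CHO-K1 cells stably expressing KCNQ1 / Medium: assay buffer for compound exposure, DMSO matched across wells / Reagent: thallium- and potassium-containing depolarizing buffer / Compound: one concentration, matched DMSO / Incubation: 20 min compound pretreatment at room temperature / Measured by: kinetic FluxOR fluorescence, 10 s baseline plus 110 s post-stimulus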
RGS4 inh: human RGS4 inhibition; P49798; HEK293 M3R/RGS4 inducible, Fluo-4 calcium flux; active compounds read high; triggered by carbachol at its EC20; B-score at 10 µM; 0.45% of 310,000 active; AID 463165;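 active means B-score, a plate-corrected calcium signal, over three deviations above library mean, with baseline fluorescence within five deviations of library mean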;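 further: RGS4 expression induced by doxycycline in cells with stable M3 receptor; B-score is computed from the integrated fluorescence ratio over baseline after carbachol; higher B-score means a larger calcium signal and so more RGS4 inhibition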
hERG rescue: compounds protecting human hERG from proarrhythmic drug block | Q12809 | CHO-hERG, FluxOR thallium flux, dofetilide IC70 present | activation (rescue from dofetilide block), less the hit threshold, % at 10 µM | 0.51% of 310,000 active;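 active means activation above the mean of controls blocked by dofetilide plus 5 SD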;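 further: thallium influx through hERG after potassium depolarization seen as dye fluorescence rise; in these data hits start at about 4.7%; inactives centre near -7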
SKKanGAS inh: blocks kanamycin growth of S. pyogenes SKKanGAS strain | BacTiter-Glo, 6 h | inhibition, % at 7.5 µM | 1.3% of 300,000 active | AID 1662;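 active means mean replicate score, as percent of positive control median, at least 50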;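 further: strain carries kanamycin resistance gene driven by streptokinase promoter and grows in 40 µg/ml kanamycin; loss of luminescence reflects streptokinase promoter inhibition or plain growth inhibition; 0% = median of DMSO wells and 100% = positive control at its reference dose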
KCNK3 block: human KCNK3 channel inhibition, primary screen; AID 602410; O14649; CHO-KCNK3 thallium flux, FluxOR fluorescence; active compounds read low; B-score at 10 µM; 0.84% of 340,000 active;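 active means B-score under library mean minus 4 SD, starting fluorescence ratio at most library mean plus 5 SD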;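 further: more negative B-score means stronger inhibition of thallium flux through KCNK3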
KCNQ1 inh: human KCNQ1 channel inhibition; B-score at 10 µM; CHO-K1 KCNQ1, FluxOR thallium flux fluorescence; active compounds read high; 1.3% of 310,000 active; P51787;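 active means compounds whose thallium flux B-score, printed positive for inhibition, exceeds three library SD while starting fluorescence stays within three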;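 further: channel opened by potassium depolarization with thallium stimulus after 20 min compound exposure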
ANO1 block: mouse TMEM16A channel inhibition, primary screen | AID 588511 | normalized B-score (activity score, 25-100; higher = stronger inhibition) at 10 µM | HEK293 TMEM16A/YFP iodide influx fluorescence, ionomycin | 1.2% of 310,000 active | Q8BHY3;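 active means ratio plate-corrected score three or more library SD toward inhibition, starting fluorescence score within five deviations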;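 further: score derived from kinetic fluorescence span divided by baseline fluorescence per well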
RGS4 pot: RGS4 potentiation or activation; HEK293 M3R/inducible RGS4, carbachol calcium flux Fluo4; active compounds read low; B-score at 10 µM; 0.92% of 310,000 active; AID 463111;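 active means B-score of the integrated calcium signal more than 4 SD below the library mean, with starting fluorescence not abnormally high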;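 further: negative B-score means reduced calcium response which marks RGS4 activation or potentiation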
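test system = M3R-expressing HEK293 line, RGS4 induced by doxycycline | probe or stimulus = carbachol at ECmax as muscarinic agonist stimulus | timing = dye loading 30 min 37 °C, buffer rest 30 min RT | signal = calcium dye Fluo4 fluorescence | evaluation = B score from integrated fluorescence ratio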
HDAC3 inhib: inhibitors of human histone deacetylase 3; O15379; AID 2718; recombinant HDAC3, fluorogenic peptide/trypsin coupled, fluorescence; 0.15% of 320,000 active; inhibition, % at 8.3 µM; in the data active means inhibition above about 26%, passing the limit was not always enough
KCNK9 block: blocks the human KCNK9 two-pore domain potassium channel | 1.2% of 310,000 active | HEK293 KCNK9, FluxOR thallium flux fluorescence; active compounds read low | B-score at 10 µM | AID 488922;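 active means ratio B-score over 3 SD below the library mean, with starting fluorescence within 5 SD of its mean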;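 further: negative B-score means less thallium flux so channel inhibition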
Active calls of the source: *; i = inactive; x = no result given.

SMILES	ANO1 activ	KCNQ1 pot	RGS4 inh	hERG rescue	SKKanGAS inh	KCNK3 block	KCNQ1 inh	ANO1 block	RGS4 pot	HDAC3 inhib	KCNK9 block
Cn1c(SCC(=O)NC(=O)CN2CCCC2=O)nnc1-c1ccc(F)cc1	i	i	i	-13	-3	i	i	i	i	-6	i
CCC[C@@H]1CCCO[C@@](C(=O)NCCN2CCOCC2)(C(F)(F)F)C1	i	i	i	-11	-7	i	i	i	i	5	i
Cc1sc(NC(=O)c2ccc(Cl)s2)c(C(N)=O)c1C	i	i	i	-10	-5	i	i	i	i	-15	i
CC1(C)CC(=O)C(N=Nc2ccc(Cl)cc2)=C(O)C1	i	i	i	-3	-4	i	i	i	i	4	i
COc1ccc(NC(=O)N2c3ccc(OC)cc3C(C)=CC2(C)C)cc1	i	i	i	-15	3	i	i	i	i	-6	i
Cc1ccc2oc(=O)c3cc(C(=O)NCCN4CCc5ccccc5C4)sc3c2c1	i	i	i	-10	9	i	i	i	i	3	i
CCc1sc(N)nc1-c1ccccc1	i	i	i	-1	12	i	i	i	i	x	i
O=C(Nc1nccs1)c1cccc(S(=O)(=O)N2CCOCC2)c1	i	i	i	-4	-6	i	i	i	i	-3	i
COc1cc(OC)c(C=O)c(OC(=O)N2CCOCC2)c1	i	i	i	-3	-1	i	i	i	i	-3	i
Cc1nc(N2CCC(C)CC2)c2c(C)c(C(=O)Nc3ccccc3C(F)(F)F)sc2n1	i	i	i	-14	58*	i	i	i	i	-4	-7.4*
O=C(COC(=O)c1ccc(F)cc1)Nc1ccc(Cl)cn1	i	i	i	-8	-3	i	i	i	i	2	i
COc1ccc(N2CCN(S(=O)(=O)c3c[nH]c(=O)[nH]c3=O)CC2)cc1	i	i	i	-16	-3	i	i	i	i	-1	i
CCOc1ccc(-c2c(C(=O)N/N=C/c3sccc3C)nnn2-c2nonc2N)cc1	i	i	i	-7	5	i	i	i	i	21	i
CCCOc1ccc(Cn2c(C)nc([N+](=O)[O-])c2SCC(O)COC)cc1[N+](=O)[O-] (stereo not given)	i	i	i	-10	-3	i	i	i	i	4	i
COc1ccc(CCNC(=O)C2CC=CCC2C(=O)O)cc1 (stereo not given)	i	i	i	-1	0	i	i	i	i	9	i
CCN(CC)S(=O)(=O)c1ccc(NC(=O)c2c(-c3ccccc3)noc2C)cc1	i	i	i	-7	-5	i	i	i	i	0	i
COc1ccc(C)cc1NC(=O)Nc1ccccc1SC	i	i	i	-3	-7	i	i	i	i	-2	i
Cc1ccc(N(C)C(=O)c2cc(S(=O)(=O)N3CCc4ccccc43)cn2C)cc1	i	i	i	-10	-3	i	i	i	i	6	i
Cc1nc(SCC(=O)NC2CCCC2)c2c(C)c(C)sc2n1	i	i	i	-8	9	i	i	i	i	4	i
COC(C(=O)NNC(=O)CCc1ccccc1)c1ccccc1 (stereo not given)	i	i	i	-2	4	i	i	i	i	5	i
Cc1ccc(SCC(=O)OCC(=O)NC(C)c2ccc(Br)cc2)cc1 (stereo not given)	i	i	i	-13	-3	i	i	i	i	-2	i
COc1ccc2nc(CCN(C)C(=O)C3CCC(=O)N(Cc4cccc(F)c4)C3)[nH]c2c1 (stereo not given)	i	i	i	-1	1	i	i	i	i	1	i
Cc1ccccc1S(=O)(=O)Cc1ccc(C(=O)NCCCN(C)Cc2ccccc2)o1	i	i	i	-5	5	i	i	i	i	-6	i
Cc1ccccc1NC(=O)/C(C#N)=C/c1ccsc1	i	i	i	-6	3	i	i	i	i	-6	i
Nc1c(C(=O)NCCc2ccccc2)nnn1Cc1ccc(Cl)cc1	i	i	i	-7	-8	i	i	i	i	-1	i

Limited to SKKanGAS inh and KCNQ1 inh, for three of the compounds above:
smiles	SKKanGAS inh	KCNQ1 inh
Cn1c(SCC(=O)NC(=O)CN2CCCC2=O)nnc1-c1ccc(F)cc1	-3	i
CCC[C@@H]1CCCO[C@@](C(=O)NCCN2CCOCC2)(C(F)(F)F)C1	-7	i
Cc1sc(NC(=O)c2ccc(Cl)s2)c(C(N)=O)c1C	-5	i

Later entries:
SMILES	ANO1 activ	KCNQ1 pot	RGS4 inh	hERG rescue	SKKanGAS inh	KCNK3 block	KCNQ1 inh	ANO1 block	RGS4 pot	HDAC3 inhib	KCNK9 block
O=C(O)[C@H]1CCCC[C@H]1C(=O)Nc1ccc(S(=O)(=O)N2CCCCC2)cc1	i	i	i	-8	-9	i	i	i	i	2	i
O=C(COc1ccccc1C(=O)NCC1CCCO1)Nc1ccc(Br)cc1 (stereo not given)	i	i	i	-11	-7	i	i	i	i	10	i
COc1ccc(-c2nnn(CC(=O)N(CC(=O)NC3CCCC3)c3cccc(C)c3)n2)cc1OC	i	i	i	-12	5	i	i	i	i	4	i
COc1ccc(NC2CCCN(C(=O)CCN3CCCC3=O)C2)cc1OC (stereo not given)	i	i	i	-12	-1	i	i	i	i	-2	i
O=C(NCCCN1CCN(CCCNC(=O)c2ccccc2F)CC1)c1ccccc1F	i	i	i	-8	-4	i	i	i	i	6	i
CCOC(=O)C1CCCN(S(=O)(=O)Cc2ccccc2)C1 (stereo not given)	i	i	i	-8	-3	i	i	i	i	x	i
CCOc1ccc(-n2c(N)c(C(=O)NCc3ccco3)sc2=S)cc1	i	i	i	-6	7	i	i	i	i	2	i
CCOC(=S)SCc1cn2ccccc2n1	i	i	i	0	3	i	i	i	i	0	i
COc1ccc(N2CC(C(=O)NC3CCCCC3)CC2=O)cc1 (stereo not given)	i	i	i	-8	-1	i	i	i	i	0	i
CNc1cc([N+](=O)[O-])ccc1N/C=C/C(=O)c1cccs1	i	i	i	-10	6	i	i	i	i	-6	i
CCOC(=O)C(C)Sc1cnccn1 (stereo not given)	i	i	i	-5	-1	i	i	i	i	-2	i
CC(C)c1ccc(NC(=S)NNC(=O)c2cccnc2)cc1	i	i	i	-4	-4	i	i	i	i	3	i
Cc1ccc2[nH]c3c(=S)nc[nH]c3c2c1	i	i	i	0	4	i	i	i	i	2	i
COC(=O)c1sc(N2C(=O)C(O)=C(C(=O)c3ccc(C)o3)C2c2ccc(OC)c(OC)c2)nc1C (stereo not given)	i	i	i	-6	36	i	i	i	i	7	i
O=S(=O)(Cc1ccc(Cl)cc1)NCc1ccc2c(c1)OCO2	i	i	i	-8	-1	i	i	i	i	x	i
CCOc1ccc(-c2[nH]ncc2-c2ccccc2)c(O)c1	i	i	i	-4	5	i	i	i	i	2	i
Cc1cc(C)c(OCCOCCN(C)C)c(Br)c1	i	i	i	-7	2	i	i	i	i	-2	i
CCCc1nnc(NC(=O)CCC(=O)NCc2ccc(Cl)cc2Cl)s1	i	i	i	-11	-3	i	i	i	i	-5	i
COc1cc(NC(=O)CCc2ccccc2)nc(OC)n1	i	i	i	-9	-12	i	i	i	i	-1	i
COc1cccc(CNc2nn[nH]n2)c1OC	i	i	i	-7	-3	i	i	i	i	-3	i
CC(=O)c1ccc(NC2OC(CO)C(O)C(O)C2O)cc1 (stereo not given)	i	i	i	-9	5	i	i	i	i	6	i
O=C(CCn1c(=S)[nH]c2ccccc2c1=O)NCCCN1CCCC1=O	i	i	i	-14	1	i	i	i	i	7	i
COc1ccc(C(c2c(C)n(C)n(-c3ccccc3)c2=O)c2c(C)n(C)n(-c3ccccc3)c2=O)c(OC)c1OC	i	i	i	-7	-2	i	i	i	i	-2	i
O=C(c1ccccc1O)N1N=C(C(F)(F)F)CC1(O)c1ccc([N+](=O)[O-])cc1 (stereo not given)	i	i	i	-9	25	i	i	i	i	8	i
CCCCNC(=O)CCCCCNS(=O)(=O)c1ccc(OC)cc1	i	i	i	-9	x	i	i	i	i	2	i
SMILES	ANO1 activ	KCNQ1 pot	RGS4 inh	hERG rescue	SKKanGAS inh	KCNK3 block	KCNQ1 inh	ANO1 block	RGS4 pot	HDAC3 inhib	KCNK9 block
CC(=O)Nc1ccc(N2Cc3ccccc3C2)cc1	i	i	i	-19	2	i	i	i	i	4	i
CN1CCN(c2nc3c(c(=O)[nH]c(=O)n3C)n2Cc2cccc3ccccc23)CC1	i	i	i	-7	0	i	i	i	i	-2	i
COc1ccc(S(=O)(=O)N2CCC(C(=O)N3CCC(C(N)=O)CC3)CC2)cc1Cl	i	i	i	-4	-1	i	i	i	i	-8	i
Cc1ccc(C2CC(=O)NC(SCc3ccccc3)=C2C#N)o1 (stereo not given)	i	i	i	-14	-10	i	i	i	i	6	i
CCCCCC(=O)N1CCN(CCN=CC2=C(O)CC(c3cccs3)CC2=O)CC1 (stereo not given)	i	i	i	-10	2	i	i	i	i	3	i
O=C(O)c1cc(Cl)nc2ccccc12	i	i	i	-8	-3	i	i	i	i	-5	i
O=C(CCNC(=O)c1ccco1)Nc1ccccc1N1CCOCC1	i	i	i	-4	1	i	i	i	i	1	i
CCC(=O)Nc1ccc(C(=O)Nc2c[nH]c(=O)[nH]c2=O)cc1	i	i	i	-4	7	i	i	i	i	-3	i
CNCc1cc(Br)c(OCC(=O)Nc2ccccc2OC)c(OC)c1	i	i	i	-21	-3	i	i	i	i	-3	i
Cc1ccc(N2CCN(c3ccc([N+](=O)[O-])cn3)CC2)c(C)c1	i	i	i	-6	2	i	i	i	i	-6	i
CCOc1ccccc1NC(=O)NNS(=O)(=O)c1cc(OC)ccc1OC	i	i	i	-6	-2	i	i	i	i	6	i
N#Cc1nc(-c2ccccc2F)oc1NC1CCCCC1	i	i	i	-6	-3	i	i	i	i	-94	i
O=C(NNC(=O)c1ccccc1[N+](=O)[O-])c1ccccn1	i	i	i	0	-4	i	i	i	i	-5	i
Cc1cccc(C(=O)NCc2nnc(SCC(=O)N3CCN(c4ccccc4)CC3)n2C)c1	i	i	i	-7	-16	i	i	i	i	6	i
CN(CC(=O)Nc1ccccc1C(F)(F)F)C(=O)C1CCN(C(=O)c2ccc(Cl)cc2)CC1	i	i	i	-14	-2	i	i	i	i	6	i
COc1ccccc1C(=O)NNC1=C(C(=O)C(F)(F)F)CCC1	i	i	i	-2	2	i	i	i	i	10	i
COc1cc(C(O)c2nc3ccccc3n2C(C)C)cc(OC)c1OC (stereo not given)	i	i	i	-6	-1	i	i	i	i	3	i
Cc1nc2nc(SCC(=O)NCCCN3CCCCC3)nn2c(C)c1Cc1ccccc1	i	i	i	-9	3	i	i	i	i	-1	i
Oc1c(C(Nc2cccc(C(F)(F)F)c2)c2ccncc2)ccc2cccnc12 (stereo not given)	i	i	i	-4	60*	i	13*	i	i	x	i

The order is random. About 6.3% of those tested had a hit in this group.
